# Pf gametocyte: P. falciparum stage V gametocyte viability inhibition. P. falciparum stage V gametocytes, ATP luminescence, 24 h. inhibition, % at 10.9 µM. actives 0.065% (n = 150,000). AID 743093;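 active means inhibition above the mean plus 3 SD of compounds within the control limits, set per campaign, cut at about 38% in these data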;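 further: 0% = DMSO wells and 100% = medium only without gametocytes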
# The depositor's hits bear a star. An excerpt; the hit share may differ from the screen's.
SMILES,Pf gametocyte
CCn1cc(C2C3=C(CC(C)(C)CC3=O)N(c3ccc(C)cc3)C3=C2C(=O)CC(C)(C)C3)c(C)n1,-24
CC(O)[C@H]1CNCCN1CCc1cc(C(F)(F)F)cc(C(F)(F)F)c1 (stereo partly drawn),-10
Cc1cc(C)cc(NC(=S)/C(=C(\[O-])c2ccc(Cl)cc2Cl)[n+]2ccc(C(C)(C)C)cc2)c1,-12
Fc1ccccc1-c1nc2c(s1)CCc1onc(-c3ccc(Br)cc3)c1-2,4
CC(C)C(=O)Nc1ccc(Cl)cc1-c1nc2ccccc2[nH]c1=O,0
CC(C)(C)NC(=O)C(c1ccco1)N(C(=O)Cn1nnc(-c2ccc(F)cc2)n1)c1ccccc1 (stereo not drawn),-13
CC(=O)/C=C\c1ccccc1OC(=O)c1cc2ccccc2oc1=O,-4
CCCn1c(C(O)c2cccc(OC)c2)nc2ccccc21 (stereo not drawn),-2
O=C(c1ccccc1)c1ccc(OCC(O)CN2CCOCC2)cc1 (stereo not drawn),4
COc1ccc(NC(=O)c2cc(-c3ccc(C)cc3)on2)cc1,-3
CC(C)(C)c1ccc(C(=O)NNC(=O)c2ccncc2)cc1,-13
COc1cc(Br)c(C(=O)c2nccc3cc(OC)c(OC)cc23)cc1OC,-3
CC(CC(=O)NCCc1ccc(F)cc1)c1ccccc1 (stereo not drawn),20
CC(=O)c1ccc(NC(=O)c2cc(=O)[nH]c3ccccc23)cc1,-18
OCC[C@H]1C[C@H](O)[C@@H](O)[C@]2(CCCCO2)O1,-33
COc1ccc(OC)c2c(C)cc(N3CCCCCC3)nc12,2
COc1cc([N+](=O)[O-])ccc1-c1ccc(/C=C2\C(=O)ON=C2c2ccccc2)o1,7
COc1cccc(C=O)c1OCCCOc1cccc2cccnc12,0
Cc1ccc(C(=O)Nc2ccc(S(=O)(=O)N3CCOCC3)cc2)cc1C,-12
O=C(OCCc1cc2ccccc2c(=O)o1)c1ccc(C(F)(F)F)cc1,14
COc1cc(OC)cc(-c2c(-c3cccs3)c3cc(-c4ccc(SC)cc4)ccc3n2C)c1,-26
COC1=CC2(O)CCCC2=CC1=O (stereo not drawn),-15
O=C1[C@H](Cc2ccccc2)NCC=CC[C@H](c2ccc(Cl)cc2)N1Cc1ccccc1,-6
COc1ccc(C2=NOC(Cn3nc(C(=O)NCc4ccc(OC(F)(F)F)cc4)cc3-c3ccccc3)C2)cc1 (stereo not drawn),-2
Cc1ccc(-c2csc3ncnc(N4CCN(C)CC4)c23)cc1C,-12
C#CCOCCOCCOCCNc1nc(N2CCN(C(=O)Cn3cc(CCCCN)nn3)CC2)nc(N2CCN(C(=O)[C@H](CCCCN)n3cc(CCC(=O)O)nn3)CC2)n1,10
O=c1c2ccccc2sc2ccc(NCCCN3CCOCC3)cc12,-9
COc1ccc(NC(=O)Cc2cccc3ccccc23)cc1,2
O=C(NCCCCNC(=O)c1c(Cl)cccc1Cl)c1c(Cl)cccc1Cl,22
O=C(c1ccccc1F)N1CCN(Cc2ccc3c(c2)OCO3)CC1,-17

# For convenience, part of the list above.
SMILES,Pf gametocyte
COc1cc(Br)c(C(=O)c2nccc3cc(OC)c(OC)cc23)cc1OC,-3
CC(CC(=O)NCCc1ccc(F)cc1)c1ccccc1 (stereo not drawn),20
CC(=O)c1ccc(NC(=O)c2cc(=O)[nH]c3ccccc23)cc1,-18
OCC[C@H]1C[C@H](O)[C@@H](O)[C@]2(CCCCO2)O1,-33
COc1ccc(OC)c2c(C)cc(N3CCCCCC3)nc12,2
COc1cc([N+](=O)[O-])ccc1-c1ccc(/C=C2\C(=O)ON=C2c2ccccc2)o1,7
COc1cccc(C=O)c1OCCCOc1cccc2cccnc12,0
Cc1ccc(C(=O)Nc2ccc(S(=O)(=O)N3CCOCC3)cc2)cc1C,-12
O=C(OCCc1cc2ccccc2c(=O)o1)c1ccc(C(F)(F)F)cc1,14
COc1cc(OC)cc(-c2c(-c3cccs3)c3cc(-c4ccc(SC)cc4)ccc3n2C)c1,-26
COC1=CC2(O)CCCC2=CC1=O (stereo not drawn),-15
O=C1[C@H](Cc2ccccc2)NCC=CC[C@H](c2ccc(Cl)cc2)N1Cc1ccccc1,-6
COc1ccc(C2=NOC(Cn3nc(C(=O)NCc4ccc(OC(F)(F)F)cc4)cc3-c3ccccc3)C2)cc1 (stereo not drawn),-2
Cc1ccc(-c2csc3ncnc(N4CCN(C)CC4)c23)cc1C,-12
C#CCOCCOCCOCCNc1nc(N2CCN(C(=O)Cn3cc(CCCCN)nn3)CC2)nc(N2CCN(C(=O)[C@H](CCCCN)n3cc(CCC(=O)O)nn3)CC2)n1,10
O=c1c2ccccc2sc2ccc(NCCCN3CCOCC3)cc12,-9
COc1ccc(NC(=O)Cc2cccc3ccccc23)cc1,2
O=C(NCCCCNC(=O)c1c(Cl)cccc1Cl)c1c(Cl)cccc1Cl,22
O=C(c1ccccc1F)N1CCN(Cc2ccc3c(c2)OCO3)CC1,-17

# Carrying on:
SMILES,Pf gametocyte
O=C(C[C@@H]1C/C=C\CCCC(=O)OC[C@@H]2CCCN2C1=O)N[C@@H](CO)Cc1ccccc1,6
COc1ccc(Cl)cc1C(=O)NCc1ccc2c(c1)OCO2,-3
C#CCCc1cocc1/C=[N+](\[O-])c1ccc(C(=O)OCC)cc1,4
CC(=O)CC(CC(=O)NC1CCCCC1)c1ccccc1 (stereo not drawn),-8
Cc1ccccc1N(CC(=O)N1CCCCCC1)S(C)(=O)=O,9
CC(=O)CCC1CC(c2ccc(Cl)cc2)=NO1 (stereo not drawn),-8
CCOc1ccc(CN2CCSCC2)cc1,-4
COc1cccc(C(=O)Nc2ccc(C(=O)c3ccccc3)cc2)c1,-11
COc1ccccc1N1C(=O)c2ccccc2NC1c1cc(OC)c(OC)c(OC)c1 (stereo not drawn),1
Cc1nc(SCc2nc3ccc([N+](=O)[O-])cc3[nH]2)c2oc3ccccc3c2n1,6
CCN1/C(=C2\C(=O)N(C)C(=S)N2c2ccccc2)C=Cc2ccccc21,21
CCOc1cc(-c2nnn(CC(=O)N3CCCCC3)n2)ccc1OC,-23
Cc1noc(COc2ccccc2OCC(N)=O)n1,13
CCN(C(=O)/C=C/c1cc(OC)c(OC)c(OC)c1)C1CCCCC1,-31
COc1ccccc1C(=O)Nn1cnnc1,-2
CC1(C)CC(=O)C=C(Nc2cccc(Cl)c2Cl)C1,15
Cc1ccc(S(=O)(=O)N(C)c2ccc3c(ncn3C)c2[N+](=O)[O-])cc1,-21
CN1CCN(c2cc(-c3cc(O)c4ncccc4c3)ccn2)CC1,-39
COc1ccc(C(=O)CN2CCN(c3ccc(F)cc3)CC2)cc1,5
Cc1nn(-c2ccccc2)c(N2CCCC2)c1/C=N/NC(=S)Nc1ccc(F)cc1,-21
O=C(NC(Cc1ccccc1)c1nc2ccccc2[nH]1)c1cccc([N+](=O)[O-])c1 (stereo not drawn),-4
C=C1CCN([C@@H](Cc2ccccc2)C(=O)NCCC(C)C)S(=O)(=O)c2ccccc21,8
O=C(Nc1ccccc1C(=O)O)c1cccc(C(=O)Nc2ccccc2C(=O)O)c1,-12
COc1ccccc1N1CCN(c2nc(C)cc(C)c2C#N)CC1,-2
CC(C)(C)c1ccc(OCC(O)CN2CCOCC2)cc1 (stereo not drawn),2
CC(=O)C[C@H](O)CC(=O)[C@H]1OC(=O)CCCCCCCCc2ccccc21,21
O=C(NC1CCCCC1)C(c1ccco1)N(Cc1cccs1)C(=O)Cn1nnc2ccccc21 (stereo not drawn),-7
Cc1cc(C)n(CC(O)COc2ccc(Cl)cc2)n1 (stereo not drawn),-14
COCc1cccc(C2=CC(=O)C[C@H](c3ccc(OC)cc3)C2)c1,6
CCN1CCN(CC(=O)N/N=C/c2cc(Br)cs2)CC1,7
CC(CC(=O)O)NCC1COc2ccccc2O1 (stereo not drawn),10
O=C1CCN(Cc2ccccc2)CCN1CCOc1ccccc1,-17
CCCCn1c(=NC(C)=O)c(C#N)cc2c(=O)n3cccc(C)c3nc21,-1
O=C(c1ccc(Cl)c(Cl)c1)N1CCN(c2ccccn2)CC1,13
C=CCC[C@@H](Cc1ccc(F)cc1)C(=O)OC[C@H](Cc1c[nH]c2ccccc12)NC(=O)[C@@H](CC=C)CC(=O)NCCO,-6
O=C(O)[C@@H]1CCCN1S(=O)(=O)c1cccc(S(=O)(=O)N2CCC[C@H]2C(=O)O)c1,-5
O=C(Nc1nc2c(Cl)cccc2s1)c1ccc([N+](=O)[O-])o1,3
NC(=O)CC(NC(=O)c1cccc(Br)c1)c1ccc(NC2CCCCCCC2)c([N+](=O)[O-])c1 (stereo not drawn),11
C[C@H](NC(=O)c1[nH]cnc1C(=O)Nc1nccs1)c1ccccc1,1
CCC1CCCCN1C(=O)CCCc1ccccc1 (stereo not drawn),3
CCc1ccccc1NC(=O)CC(=O)Nc1ccccc1CC,19
C=CCC1(C(=O)NCCO)CCN(C(=O)OC(C)(C)C)CC1,-8
Cc1nc2ccc(Br)cc2c2c1CC(CBr)O2 (stereo not drawn),-22
CN1C(=O)[C@H]2[C@@H](/C=C/c3ccccc3)N3C(=O)CN(Cc4ccccn4)C(=O)[C@@]3(Cc3ccccc3)[C@H]2C1=O,-36
O=C1C2C3C=CC(C3)C2C(=O)N1c1ccc2ccccc2c1 (stereo not drawn),2
CCCOc1ccc(C(=O)N2CCN(Cc3ccc4c(c3)OCO4)CC2)cc1,6
O=C(Nc1cc(Cl)cc(Cl)c1)c1cccnc1,-2
O=C(/C=C/c1c(Cl)cccc1Cl)N1CCOCC1,-1
NC(=O)c1ccc(NC(=O)C2CCCC2)cc1,11
Cc1ccc(C(=O)Cc2ccccc2)o1,-20
Cc1cc([N+](=O)[O-])ccc1NC(=O)CN1CCN(Cc2ccccc2)CC1,-21
Cn1nnnc1Sc1ncnc2scc(-c3cc4ccccc4o3)c12,-54
O=C(Nc1nccs1)[C@@H]1CC=C[C@@H]2CCN(Cc3ccccc3)C(=O)[C@@H]21,4
CC(=O)Oc1ccc(-c2cc3ccccc3oc2=O)cc1,12
COc1ccc(CNC(=O)C2CCN(C(=O)c3ccc(-c4ccccc4)cc3)CC2)cc1,16
Cc1ccc(C(=O)Nc2cccc(C(F)(F)F)c2)cc1NC(=O)c1[nH]cnc1C(N)=O,8
CN1CCN(C2CCN(Cc3ccc(O)c4ncccc34)CC2)CC1,-20
Cn1c(=O)[nH]c(=O)c2c1nc(NCCO)n2CCOc1ccccc1,15
Cc1cc(C)c(S(=O)(=O)Nc2nnc(CC(C)C)s2)c(C)c1,3
CCOC(=O)N1CCN(S(=O)(=O)c2ccc(OC)cc2)CC1,-26

# (list continues)
SMILES,Pf gametocyte
Cc1ccccc1OCCn1cc(C=O)c2ccccc21,12
CC[C@@]12C(=O)N(c3ccc(C)cc3)C(=O)N1[C@H](c1ccc(OC)cc1)[C@@H]1C(=O)N(C(C)(C)C)C(=O)[C@@H]12,-8
Cn1nc(C(=O)Nc2ccc(Br)cc2)cc1C(=O)Nc1ccc(Br)cc1,-12
CCN1CCN(C/C(C)=C/c2ccccc2)CC1,-6
CCOc1ccc(CCN2C(=O)c3ccc(C(=O)O)cc3C2=O)cc1OCC,7
O=C(C[C@@H]1C/C=C\C[C@H](NC(=O)OCC2c3ccccc3-c3ccccc32)C(=O)OC[C@@H]2CCCN2C1=O)NCCO,1
Cc1ccc(S(=O)(=O)N2[C@@H](c3ccc(F)cc3)C(C(=O)O)=CC[C@H]2c2cccc(Cl)c2)cc1,-23
NC(=O)C(NC(=O)OCc1ccccc1)c1ccccc1 (stereo not drawn),12
O=C(COc1cccc([N+](=O)[O-])c1)NN1C(=O)c2ccccc2C1=O,-9
O=C(COc1ccccc1)NC1C(=O)N2C(C(=O)O)=C(Cl)CSC12 (stereo not drawn),-17
C[C@@H]1CN([C@@H](C)CO)C(=O)c2cc(NC(=O)C3CC3)ccc2O[C@H]1CN(C)C,3
CCOC(=O)c1cccc(NC(=O)c2cc3ccccc3o2)c1,-15
COc1ccc([C@H]2Cc3cccc(O)c3C(=O)O2)cc1O,-1
CS(=O)(=O)N1CCN(C(=O)CSc2ccccc2)CC1,-19
C#CCOCCOCCOCCNc1nc(N2CCN(C(=O)[C@H]([C@@H](C)CC)n3cc(CCC(=O)O)nn3)CC2)nc(N2CCN(C(=O)[C@H](Cc3ccc(O)cc3)n3cc(CCO)nn3)CC2)n1,-38
COc1ccc(CCNC(=O)CCCCC(=O)NCCc2ccc(OC)cc2)cc1,-2
C[C@@H](NC(=O)c1nc[nH]c1C(=O)N1CCN(c2ccccc2)CC1)c1ccccc1,-20
CCOc1cc(Br)c(C(C)NC(=O)c2cccnc2)cc1OCC (stereo not drawn),-10
CCOC(=O)CSc1nnc2c3ccccc3n(C)c2n1,-9
COc1cc(S(=O)(=O)NCCCn2ccnc2)ccc1Cl,-55
NC(=O)CC(NC(=O)c1cccc(Br)c1)c1ccc(N2CCC(Br)CC2)c([N+](=O)[O-])c1 (stereo not drawn),5
C=CCS(=O)(=O)N1CCCC(Cc2ccccc2C)(C(=O)OCC)C1 (stereo not drawn),-31
Clc1ccc2nc(CSc3nnc(-c4c[nH]c5ccccc45)o3)cn2c1,-7
CCN(CC)C(=O)CSc1nc2sc3c(c2c(=O)n1CCCOC)CCC3,9
C=CCNC(=O)C1CC2Cn3c(nc4cc(Cl)c(Cl)cc43)C2N1C (stereo not drawn),-12
CCC(C)Sc1ccc([C@H]2N[C@@](C)(C(=O)OC)[C@H]3C(=O)N(CC)C(=O)[C@@H]23)cc1 (stereo partly drawn),-25
Cc1cc(C)cc(N(CC(=O)N2CCCC2)S(C)(=O)=O)c1,-23
O=C(Nc1ccc2[nH]ncc2c1)C1CCC1,-22
CC(NC(=O)CN(c1ccc(Cl)cc1)S(C)(=O)=O)c1ccccc1 (stereo not drawn),13
Cc1ccc(OCC(=O)Oc2cccc(C)c2C)cc1,-1
CCCc1nc2ccc(NC(C)=O)cc2c(=O)n1Cc1ccccc1Cl,8
O=C(Nn1cnnc1)c1ccc(Cl)cc1[N+](=O)[O-],4

# Source: PubChem
